SR-BI DiI-HDL act – activators of SR-BI mediated HDL lipid uptake. AID 504775. CHO ldlA[mSR-BI] cells, DiI-HDL uptake fluorescence, 3 h; 100 = double the neutral-control signal. 0.096% of 320,000 active. activation, % at 12.5 µM;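 active means mean replicate activation of at least 60% and every replicate at or above 60%; inconclusive means mean or all-replicate condition met, but not both; inactive means mean below 60% and not all replicates reaching 60%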;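 further: 0% = median plate neutral-control signal and 100% = twice that signal; values of inactives mirror those of a sister screen read the other way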
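Test system: SR-BI-overexpressing, LDLR-lacking CHO cells. Measured by: DiI fluorescence, bottom read. Medium: Ham's F12 with 0.5% BSA, HEPES 25 mM, pH 7.4. Timing: 3 h uptake period with compound, 37 °C.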
MITF act – increases MITF-driven TRPM1 promoter luciferase signal | SK-MEL-5 TRPM1-promoter luciferase, 24 h; % of positive control, neutral wells = 0 | activation, % at 12.5 µM | 0.75% of 300,000 active | AID 588334;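 active means mean activation of at least 80% with every replicate also reaching 80%; inconclusive means mean reaches 80% but some replicate falls short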;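 further: 0% = neutral control wells and 100% = parthenolide positive control wells; values of inactives mirror those of a sister screen read the other way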
PvdQ acylase – blocks Pseudomonas aeruginosa PvdQ acylase activity. purified PvdQ acylase, fluorescence plate reader. inhibition, % at 10 µM. 0.063% of 340,000 active. AID 488965; in the data active means inhibition above about 30%, passing the limit was not always enough; inconclusive means no clear call, values can overlap the other calls;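 further: 0% = vehicle neutral wells and 100% = reference inhibitor wells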
RTF Ca sens act – increases calcium sensitivity of human cardiac regulated thin filaments; IANBD-labeled TnC RTF fluorescence at EC20 calcium; 0% EC20 calcium, 100% full calcium; P19429+P45379; activation, % at 7.2 µM; 0.24% of 340,000 active;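 active means activation above the mean over all tested compounds plus 3 SD, cut at about 30% in these data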;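 further: rise in fluorescence read as greater calcium sensitivity of cardiac thin filaments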
Rtt109 HAT inh – blocks Candida albicans Rtt109/Vps75 acetyltransferase activity | Q5AAJ8 | purified Rtt109/Vps75, ThioGlo CoA-SH fluorescence, 4 h | inhibition, % at 34.9 µM | 0.16% of 330,000 active | AID 540336;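 active means inhibition of at least 50% in every replicate; inconclusive means best replicate reaches 50% inhibition but some replicates fall short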
Target sequence (Q5AAJ8 whole entry, looked up): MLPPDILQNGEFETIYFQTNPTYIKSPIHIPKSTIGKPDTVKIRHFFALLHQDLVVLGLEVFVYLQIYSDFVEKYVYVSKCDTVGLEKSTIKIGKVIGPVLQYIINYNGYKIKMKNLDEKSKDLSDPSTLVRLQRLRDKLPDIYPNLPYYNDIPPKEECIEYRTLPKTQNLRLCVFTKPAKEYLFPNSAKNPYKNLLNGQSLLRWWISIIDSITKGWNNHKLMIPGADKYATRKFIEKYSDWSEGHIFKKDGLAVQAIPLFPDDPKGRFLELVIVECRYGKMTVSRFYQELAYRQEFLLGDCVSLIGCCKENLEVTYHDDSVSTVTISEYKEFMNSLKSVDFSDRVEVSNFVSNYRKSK
CDK5 inh – CDK5/p35 (human) kinase inhibition. Q00535+Q15078. Recombinant CDK5/p35, ADP-Glo luminescence, 60 min. inhibition, % at 10 µM. 0.01% of 330,000 active;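 active means highest replicate inhibition of at least 50% and at least 75% of replicates reaching 50%; inconclusive means only one of the two criteria met; inactive means both criteria failed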;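 further: plate controls were DMSO neutral control for no effect and GW8510 at 10 µM for full effect; many of its hits are not listed in these tables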
dFosB activator – enhances mouse delta FosB homodimer DNA binding | P13346 | purified delta FosB, TAMRA-CDK5 oligo fluorescence polarization; percent of positive-control signal above neutral wells | activation, % at 25 µM | 0.99% of 340,000 active | AID 493131;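 active means mean activation above about 17%, with every replicate also reaching it, limit read from the data, passing the limit was not always enough; inconclusive means only one of the two conditions met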;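 further: fluorescence polarization rise as delta FosB binds a TAMRA Cdk5 AP-1 oligo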
Target sequence (P13346 whole entry, looked up): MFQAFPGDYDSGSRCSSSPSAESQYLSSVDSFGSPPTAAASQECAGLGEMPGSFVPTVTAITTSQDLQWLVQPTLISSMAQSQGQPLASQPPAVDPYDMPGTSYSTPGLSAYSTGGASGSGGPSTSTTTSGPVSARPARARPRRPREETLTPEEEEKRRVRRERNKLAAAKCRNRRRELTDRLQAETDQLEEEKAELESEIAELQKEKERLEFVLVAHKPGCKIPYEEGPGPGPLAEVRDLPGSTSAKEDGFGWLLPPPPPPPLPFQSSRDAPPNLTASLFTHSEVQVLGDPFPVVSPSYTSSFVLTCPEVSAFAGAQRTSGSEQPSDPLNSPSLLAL
Wnt act – activators of Wnt/beta-catenin signaling. Wnt/beta-catenin reporter cell assay, activator, plate reader. activation, % at 9.35 µM. 1.2% of 300,000 active. AID 743398; in the data active means activation above about 30%, passing the limit was not always enough; inconclusive means no clear call, values can overlap the other calls;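 further: 0% = neutral control wells and 100% = positive control wells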
SR-BI DiI inh – inhibitors of mouse SR-BI mediated HDL lipid uptake. ldlA[mSR-BI] CHO cells, DiI-HDL uptake fluorescence, 3 h. inhibition, % at 12.5 µM. 0.96% of 320,000 active;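 active means mean replicate inhibition of at least 70% and a set share of replicates each scoring 70 or more; inconclusive means meets just one of the two criteria; inactive means fails both criteria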;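 further: 0% = median of neutral control wells and 100% = median of positive control wells; values of inactives mirror those of a sister screen read the other way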
HTR5A ag – HTR5A agonism, opioid heterodimer counter-screen | P47898 | HTR5A agonist assay, luminescence, cell-based | activation, % at 9.3 µM | 0.61% of 340,000 active | AID 504692; in the data active means activation mostly above about 9.5%, no sharp cut-off; inactive means mostly below about 7.6%;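 further: 0% = cells with vehicle only and 100% = reference agonist; strong numbers were not always called active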
Target sequence (P47898 whole entry, looked up): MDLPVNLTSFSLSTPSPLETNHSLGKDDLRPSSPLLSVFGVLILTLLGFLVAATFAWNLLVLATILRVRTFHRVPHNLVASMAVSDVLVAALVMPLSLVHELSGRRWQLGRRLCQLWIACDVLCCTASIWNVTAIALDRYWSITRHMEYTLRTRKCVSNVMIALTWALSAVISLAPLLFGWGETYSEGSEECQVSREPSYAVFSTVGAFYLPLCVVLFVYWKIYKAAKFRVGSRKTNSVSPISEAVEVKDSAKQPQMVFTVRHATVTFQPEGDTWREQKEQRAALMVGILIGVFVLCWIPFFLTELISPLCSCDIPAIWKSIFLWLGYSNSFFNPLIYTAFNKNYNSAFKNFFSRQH
Starred values were filed as active, the others as inactive; u = inconclusive; x = not tested or not shown.

SMILES	SR-BI DiI-HDL act	MITF act	PvdQ acylase	RTF Ca sens act	Rtt109 HAT inh	CDK5 inh	dFosB activator	Wnt act	SR-BI DiI inh	HTR5A ag
CCN(CC)S(=O)(=O)c1cccc(C(=O)Nc2cccc(C)c2)c1	16	x	-13	5	5	0.6	-8	24	-16	3
CCCCc1ccc(NC(=O)OC)cc1	2	37	0	6	-1	-0.1	-10	x	-2	5
CCc1nnc(N2C(=O)c3ccccc3C2(O)c2ccccc2)s1 (stereo not given)	19	-15	-13	5	-4	-1.2	-2	-2	-19	6
Cc1ccc(-c2nc3ncccc3o2)cc1NC(=O)c1sc2ccccc2c1Cl	-20	-40	4	-1	6	1.6	-2	-1	20	6
Cc1cc(=O)oc2c3c(cc(OCC(=O)NCc4ccncc4)c12)OC(C)(C)CC3	-30	3	-33	5	-2	-2.2	-19	-2	30	3
CCNCCNc1ccc(Cl)cc1[N+](=O)[O-]	5	-8	-17	1	15	0.1	6	-8	-5	-5
CCN(C(=O)c1cccc(Br)c1)C1CCS(=O)(=O)C1 (stereo not given)	9	-2	2	5	1	0.2	-3	-1	-9	2
CCN(C(=O)COC(=O)/C=C/c1ccc(O)c(OC)c1)C1CCS(=O)(=O)C1 (stereo not given)	-4	10	1	0	-1	-0.1	6	-3	4	6
Cc1ccc(S(=O)(=O)n2nc(OC(=O)c3c(-c4ccccc4Cl)noc3C)cc2N)cc1	-6	-12	-2	-6	-1	-0.8	-8	x	6	4
O=C(Cn1cc(C(F)(F)F)ccc1=O)OCC(=O)c1ccc[nH]1	-15	7	2	0	19	1.2	-7	0	15	2
CS(=O)(=O)N(CC(=O)NCc1ccc2c(c1)OCO2)c1ccccc1	56	-11	-15	-7	2	2.1	2	-4	-56	2
COC(=O)c1ccccc1NC(=O)CSc1nnc(-c2ccoc2C)n1C	-10	21	-4	-2	9	0.7	0	x	10	-4
CCc1cc(C(=O)N2CCCC(N3CCN(c4cccc(C(F)(F)F)c4)CC3)C2)n(C)n1 (stereo not given)	-50	4	-1	-4	20	0.6	-5	-4	50	0
CCN(CC)CCOC(=O)C12CC3CC(CC(C3)C1)C2	2	-12	8	-2	u	0.1	-6	x	-2	0
Cc1cccc(OCCn2c(=O)n(C)c3ccccc32)c1	u	67	-9	-4	-11	-2.5	-8	u	-201	10
O=C(Nc1ccc(C(=O)O)cc1)/C(=C\c1ccc(F)cc1)NC(=O)c1ccco1	11	3	-15	6	-8	1.0	-7	-3	-11	-6
COc1ccc2oc(=N)c(C(=O)Nc3ccc(C)cc3)cc2c1	-21	25	0	7	-9	0.3	-1	13	21	2
CSc1ccccc1OCc1cc(C(=O)N2CCNC(=O)C2)no1	-18	20	-11	-3	-6	-1.4	-1	4	18	-1
c1ccc(N2CCN(c3nc4ccccc4n4nnnc34)CC2)cc1	-15	19	-2	10	-3	1.6	8	7	15	-3
COC(=O)CCc1sc(NC2CCCCC2)nc1-c1ccc(OC)cc1	-18	9	-8	0	2	1.2	-4	x	18	-3
CN(C(=O)c1cccc(NC(=O)Cc2ccc(NC(=O)C3CCCN(S(=O)(=O)c4cccc([N+](=O)[O-])c4)C3)cc2)c1)C1CCC1 (stereo not given)	-9	-56	-10	0	-10	-2.1	-1	-1	9	6
O=C(CSc1nnnn1-c1ccccc1)NC(=O)Nc1ccc2c(c1)OCCO2	13	x	2	3	-8	0.5	10	19	-13	4
CCc1[nH]nc(C(=O)NC2CCCc3c2cnn3-c2cc(C)cc(C)c2)c1C (stereo not given)	2	21	-15	2	0	0.7	-14	11	-2	4
NC(=O)C1CCN(CC(=O)Nc2nc(-c3ccccc3)cs2)CC1	15	2	8	-10	-1	1.3	1	1	-15	-2
O=C(CCS(=O)(=O)c1ccc(F)cc1)N1CCOCC1	-21	18	4	-7	-6	-1.4	-4	6	21	2
CCOC(=O)C[C@H]1c2cc(F)ccc2S(=O)(=O)N1C(C)C	27	6	-6	-3	-9	-0.1	1	2	-27	0
CCOC(=O)C1=C(N)OC2=C(C(=O)CCC2)C1c1cccs1 (stereo not given)	12	-3	-9	-4	-7	-0.1	5	x	-12	5
NC(=O)c1ccc(-n2nnnc2SCC(=O)c2ccc(O)c(O)c2)cc1	-4	0	11	2	-2	-0.6	0	-1	4	2
COc1ccc(Nc2oc(-c3ccccc3Cl)nc2C#N)cc1	-38	7	-12	-1	0	0.0	-2	-7	38	11
O=C(NCc1ccccn1)c1coc(=O)c(Br)c1	10	-12	-5	2	-41	2.4	7	0	-10	-3
COc1ccc2c(CC(=O)OCC(=O)c3ccc(F)cc3)coc2c1	-1	-9	-1	4	-5	0.5	0	x	1	-4
CCOC(=O)c1ccc(NC(=O)c2cccc3c2C(=O)N(CC2CCCO2)C3)cc1 (stereo not given)	-56	x	-11	-1	9	-0.5	-38	-4	56	2
NS(=O)(=O)c1ccc(CCNC(=S)Nc2ccc(S(N)(=O)=O)cc2)cc1	-13	4	-5	0	7	0.9	-4	x	13	-2
Cc1cccc(C)c1OCc1cc(C(=O)NCC2CC2)no1	1	38	-7	-5	-1	-0.2	-4	2	-1	1
COc1cccc(C(=O)NCCS(=O)(=O)N(C)Cc2ccccc2)c1	8	10	-16	-5	1	-2.1	-4	-2	-8	-8
Cn1ncc(C#N)c1NC(=O)C1CC(c2ccc(Cl)c(Cl)c2)=NO1 (stereo not given)	3	5	-5	7	-4	2.3	-9	-7	-3	3
CCCCCCCCc1nnc(N)s1	1	x	4	x	12	0.3	5	1	-1	x
N/C(=N\OC(=O)CCCOc1ccccc1)c1ccccn1	43	16	-3	-2	x	-0.2	-1	-1	-43	-1
COc1cc(C(=O)NC2CCCCCCC2)cc(OC)c1OC	x	x	9	-4	x	0.3	-7	4	x	3
O=C(COC(=O)COc1ccc(Br)cc1)Nc1cccnc1Cl	-10	8	3	2	21	0.6	0	x	10	-6
Cc1c(C)c2c(OCC(=O)NCc3ccncc3)cc3c(c2oc1=O)CCC(C)(C)O3	-17	-2	-12	2	-4	-0.3	2	-2	17	-1
Cc1cccc(N2CC(C(=O)Nc3ccc4c(c3)OCO4)CC2=O)c1C (stereo not given)	2	-4	-14	5	9	-0.9	-5	-6	-2	-4
CN(C)S(=O)(=O)c1ccc(NC(=O)Cn2nc(-c3ccc4c(c3)OCCO4)ccc2=O)cc1	-25	11	3	-8	-4	0.7	0	-1	25	-2
O=S(=O)(c1ccc(F)cc1)N1CCN(CCc2ccccc2)CC1	2	6	-5	-3	2	1.0	-5	-1	-2	-4
CCOc1ccc(Br)cc1S(=O)(=O)N1CCCN(C)CC1	3	3	10	4	-3	0.8	-1	-2	-3	9
CC(C)n1cc(C(N)=S)c(=O)n(Cc2ccccc2)c1=O	-5	2	-10	1	5	0.6	4	1	5	2
O=C(CNc1ccc(F)cc1)N/N=C/c1c(O)ccc2ccccc12	-57	-28	-6	-4	3	3.9	3	1	57	0
O=C(NC1CCCCC1)c1csnn1	20	-7	-18	-1	-8	1.6	-8	2	-20	-3
COc1ccc(-n2c(-c3cccc(OC)c3)nc(=S)c3c2CCCC3)cc1	-31	-16	-15	1	x	-0.7	-4	x	31	1
CCN(c1cccc(C)c1)S(=O)(=O)c1nnc(NC(=O)c2ccco2)s1	15	2	-10	3	-1	3.2	-14	-1	-15	-1

Some of the entries so far, as a markdown table.
| structure | SR-BI DiI-HDL act | MITF act | PvdQ acylase | RTF Ca sens act | Rtt109 HAT inh | CDK5 inh | dFosB activator | Wnt act | SR-BI DiI inh | HTR5A ag |
| --- | --- | --- | --- | --- | --- | --- | --- | --- | --- | --- |
| CN(C)S(=O)(=O)c1ccc(NC(=O)Cn2nc(-c3ccc4c(c3)OCCO4)ccc2=O)cc1 | -25 | 11 | 3 | -8 | -4 | 0.7 | 0 | -1 | 25 | -2 |
| O=S(=O)(c1ccc(F)cc1)N1CCN(CCc2ccccc2)CC1 | 2 | 6 | -5 | -3 | 2 | 1.0 | -5 | -1 | -2 | -4 |
| CCOc1ccc(Br)cc1S(=O)(=O)N1CCCN(C)CC1 | 3 | 3 | 10 | 4 | -3 | 0.8 | -1 | -2 | -3 | 9 |

Additional structures follow:
SMILES	SR-BI DiI-HDL act	MITF act	PvdQ acylase	RTF Ca sens act	Rtt109 HAT inh	CDK5 inh	dFosB activator	Wnt act	SR-BI DiI inh	HTR5A ag
CCN(CC)CC#CC(C)(C)OC(C)=O	7	-4	3	3	1	-1.7	-2	x	-7	-2
CCC(c1nnnn1C1CCCC1)N1CCN(Cc2ccccc2)CC1 (stereo not given)	16	6	2	2	5	1.4	-6	x	-16	-1
COC(=O)C1=C(C)NC(=O)CC1c1ccc(C(=O)OC)cc1 (stereo not given)	3	3	-14	-6	-2	-0.1	8	x	-3	2
Cc1ccc(N(CC(=O)O)S(C)(=O)=O)cc1Cl	6	6	2	0	13	-1.2	-3	x	-6	-6
CC(C)C(NS(=O)(=O)c1ccc2c(c1)Cc1cc(S(=O)(=O)NC(C(=O)O)C(C)C)ccc1-2)C(=O)O (stereo not given)	22	x	-13	-2	4	-0.3	-1	-3	-22	0
COc1ccc(/C(N)=N/OC(=O)Cc2ccccc2[N+](=O)[O-])cc1	17	-2	-12	-1	-3	0.0	0	x	-17	-2
Cn1c(NCC(O)c2ccccc2)nc2c1c(=O)n(Cc1ccc(Cl)cc1)c(=O)n2C (stereo not given)	-44	x	-7	2	1	-0.9	0	1	44	1
COc1ccccc1NS(=O)(=O)c1cccc(C(=O)NCc2ccco2)c1	0	6	-7	-5	-3	-0.8	-7	-3	0	-1
CCC(NS(=O)(=O)c1cn(C)nc1C)c1ccccc1 (stereo not given)	10	-11	-17	1	5	-0.5	3	1	-10	0
O=C(COC(=O)c1ccc[nH]c1=O)NC1CC1	10	-8	-13	-2	-5	0.5	4	-2	-10	2
CCCCCCCC(=O)NNC(=O)CCC(=O)O	12	-8	2	6	6	0.0	5	x	-12	5
COc1ccc(Cl)cc1NC(=O)CSc1nnc(-c2ccncc2)n1CC1CCCO1 (stereo not given)	-16	-1	-9	2	-1	0.7	-10	4	16	3
CC(=O)c1ccc(OCC(=O)N(CCC2=CCCCC2)c2c(N)n(Cc3ccccc3)c(=O)[nH]c2=O)cc1	2	-15	-17	-13	-8	2.3	0	-1	-2	5
CNC(=O)c1[nH]cnc1C(=O)N[C@@H](C)C(=O)OC(C)(C)C	2	8	-3	-3	9	1.3	3	2	-2	-4
COc1ccc(-n2nc(C(=O)NCC(=O)N3CCN(c4ccccn4)CC3)c3ccccc3c2=O)c(OC)c1	-45	45	-13	4	2	-2.7	-4	8	45	0
O=C(CSc1ccccc1)NCCCc1ccccc1	12	19	-3	-4	0	1.1	5	2	-12	-1
Cc1noc(C)c1C(=O)OC(C)C(=O)N(C)c1ccccc1 (stereo not given)	14	-4	1	-6	2	-1.7	-1	-2	-14	4
CC1(c2nnc(Cc3ccccc3)o2)CC(c2cccnc2)=NO1 (stereo not given)	6	10	-12	0	6	0.6	-4	-2	-6	1
Cc1cc(C)cc(NC(=O)CSc2nnc(C3CC3)n2CC2CCCO2)c1 (stereo not given)	0	-3	-5	-8	8	1.5	2	-1	0	5

Source: PubChem BioAssay (several laboratories)
